# Screening data as filed in PubChem BioAssay.
# RTF Ca sens inh: cardiac RTF calcium desensitization | P19429+P45379 | IANBD-labeled cardiac RTF, Ca2+ fluorescence | inhibition, % at 7.15 µM | hit rate 0.12% among 340,000 | AID 493244;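 active = inhibition above the mean inhibition of all tested compounds plus 3 SD, cut at about 17% in these data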;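 also: assay run at fixed EC70 calcium of 1.6 mM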
# SR-BI uptake up: SR-BI HDL lipid transfer activation; activation, % at 12.5 µM; CHO ldlA[mSR-BI] cells, DiI-HDL uptake fluorescence, 3 h; 100 = double the neutral-control signal; hit rate 0.096% among 320,000; AID 504775;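 active = mean replicate activation of at least 60% and every replicate at or above 60%; inconclusive = mean or all-replicate condition met, but not both; inactive = mean below 60% and not all replicates reaching 60%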;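 also: 0% = median plate neutral-control signal and 100% = twice that signal; values of inactives mirror those of a sister screen read the other way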
#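 Test system: SR-BI-overexpressing, LDLR-lacking CHO cells; Also added: labelled HDL, 10 µg/mL; Measured by: bottom-read cell fluorescence after medium removal, ex 550/em 595 nm; Timing: 3 h uptake period with compound, 37 °C; Buffer or medium: F12, 0.5% BSA, 25 mM HEPES; Doses: single compound concentration, delivered by pin transfer.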
# PKA-R2B act: activators of human PKA-R2B complex; P22694+P31323; PKA-R2B holoenzyme dissociation, Cy5-IP20 fluorescence polarization; R2B truncated from residue 108, S112A mutant; 0% DMSO only, 100% 113 µM cGMP; activation, % at 11.4 µM; hit rate 0.079% among 340,000; AID 504700;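 active = activation above a cutoff set at the mean over all compounds plus 3 SD, cut at about 18% in these data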;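 also: higher means more holoenzyme dissociation and a rise in polarization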
# Rtt109 HAT inh: inhibitors of Candida albicans Rtt109/Vps75 histone acetyltransferase | purified Rtt109/Vps75, ThioGlo CoA-SH fluorescence, 4 h | inhibition, % at 34.9 µM | hit rate 0.16% among 330,000 | AID 540336;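 active = inhibition of at least 50% in every replicate; inconclusive = best replicate reaches 50% inhibition but some replicates fall short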
# Target sequence (Q5AAJ8 whole entry, looked up): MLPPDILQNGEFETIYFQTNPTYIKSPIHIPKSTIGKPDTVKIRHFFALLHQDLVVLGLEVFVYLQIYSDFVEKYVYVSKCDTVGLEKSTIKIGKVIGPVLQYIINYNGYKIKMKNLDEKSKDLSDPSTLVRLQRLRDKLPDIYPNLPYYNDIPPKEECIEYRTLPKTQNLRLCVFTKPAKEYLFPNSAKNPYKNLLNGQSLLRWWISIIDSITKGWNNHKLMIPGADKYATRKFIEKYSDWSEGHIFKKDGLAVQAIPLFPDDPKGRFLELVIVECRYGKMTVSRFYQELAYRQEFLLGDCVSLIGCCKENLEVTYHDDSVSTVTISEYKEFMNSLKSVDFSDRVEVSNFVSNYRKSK
# LANA DNA inh: inhibitors of KSHV LANA C-terminal domain DNA binding; MBP-C-LANA/FAM-LBS DNA binding, fluorescence polarization; inhibition, % at 9 µM; hit rate 0.078% among 340,000; AID 504423;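 active = highest replicate inhibition at or above 60% at 9 µM, even if other replicates fall short; inactive = all replicates below 60% inhibition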;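 also: 0% = neutral control wells and 100% = 4 µM acridine orange control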
# DAGLB inhibitor: blocks human DAGLB lipase activity; inhibition, % at 5.17 µM; HEK293T DAGLB membrane lysate, EnzChek fluorogenic substrate; hit rate 0.059% among 340,000; Q8NCG7; in the data active = inhibition above about 34%;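 also: 0% = enzyme with vehicle and 100% = wells lacking enzyme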
# RTF Ca sens act: cardiac RTF calcium sensitization; AID 493008; hit rate 0.24% among 340,000; activation, % at 7.2 µM; IANBD-labeled TnC RTF fluorescence at EC20 calcium; 0% EC20 calcium, 100% full calcium;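 active = activation above the mean over all tested compounds plus 3 SD, cut at about 30% in these data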;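 also: rise in fluorescence read as greater calcium sensitivity of cardiac thin filaments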
# CAL PDZ FP-1: blocks peptide binding to human CAL PDZ domain; hit rate 0.02% among 330,000; AID 504414; inhibition, % at 20 µM; purified CAL PDZ, TMR-peptide fluorescence polarization, 1 h;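 active = highest replicate inhibition of at least 40%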;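 also: plate controls were DMSO neutral control wells for no effect and unlabeled competitor peptide control wells for full effect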
#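 Read-out basis: mP drop reported as inhibition | Assay system: Tagged CAL PDZ protein CerCALP, purified | Benchmarks: Unlabelled peptide for full inhibition, DMSO wells as neutral | Schedule: 1 h incubation at room temperature before polarization reading | Buffer or medium: Sodium phosphate/NaCl buffer pH 7.4 with TCEP, IgG, Thesit | Doses: Single point, 20 µM | Measured by: Fluorescence polarization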
# CAL PDZ FP-2: CAL PDZ (human) peptide binding inhibition; Q9HD26; purified CAL PDZ, TMR-peptide fluorescence polarization, 1 h; inhibition, % at 24.9 µM; hit rate 0.92% among 300,000; AID 602252;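 active = mean inhibition of at least 30% with at least half of replicates also reaching 30%; inconclusive = no clear call, values can overlap the other calls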;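 also: 0% = DMSO neutral control and 100% = excess unlabeled competitor peptide PRC23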
# Keap1 Nrf2 FP: disrupts human Keap1 binding to Nrf2 peptide; inhibition, % at 9.4 µM; hit rate 0.15% among 340,000; Keap1 Kelch-Nrf2 peptide fluorescence polarization, 1536-well; Q14145; AID 504523; in the data active = inhibition above about 12%; inconclusive = no clear call, values can overlap the other calls; inactive = below about 7.3%;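 also: human Keap1 Kelch domain with fluorescein labeled Nrf2 9mer peptide probe; 0% = neutral control wells and 100% = peptide positive control; higher means more block of Keap1 binding to Nrf2 peptide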
# Target sequence (Q14145 whole entry, looked up, the tested form may be a part): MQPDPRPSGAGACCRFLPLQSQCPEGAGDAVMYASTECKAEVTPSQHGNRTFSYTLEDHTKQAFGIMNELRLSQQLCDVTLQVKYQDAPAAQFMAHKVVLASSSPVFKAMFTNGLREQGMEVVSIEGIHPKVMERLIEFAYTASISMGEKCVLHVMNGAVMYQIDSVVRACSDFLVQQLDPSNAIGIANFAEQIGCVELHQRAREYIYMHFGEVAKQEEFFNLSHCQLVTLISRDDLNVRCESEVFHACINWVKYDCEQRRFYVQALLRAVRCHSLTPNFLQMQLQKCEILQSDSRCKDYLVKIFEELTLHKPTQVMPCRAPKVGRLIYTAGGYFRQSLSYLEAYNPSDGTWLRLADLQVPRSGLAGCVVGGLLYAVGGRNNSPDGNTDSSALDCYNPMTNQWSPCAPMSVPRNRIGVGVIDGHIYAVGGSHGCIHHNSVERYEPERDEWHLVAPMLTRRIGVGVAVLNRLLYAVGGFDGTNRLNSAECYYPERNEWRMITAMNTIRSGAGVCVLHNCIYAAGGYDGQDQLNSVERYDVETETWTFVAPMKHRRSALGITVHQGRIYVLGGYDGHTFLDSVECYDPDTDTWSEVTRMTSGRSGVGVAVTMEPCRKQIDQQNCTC
# * hit, by the source's call; ? = inconclusive; · = no result given; + = active, no number. Outcome played no part in choosing rows (roughly 1.6% active in at least one column).
SMILES,RTF Ca sens inh,SR-BI uptake up,PKA-R2B act,Rtt109 HAT inh,LANA DNA inh,DAGLB inhibitor,RTF Ca sens act,CAL PDZ FP-1,CAL PDZ FP-2,Keap1 Nrf2 FP
Cc1cccc(NC(=O)CNC(=O)c2cccs2)n1,5,14,1,46,-1.1,-3,4,-1.7,0,-4
COCc1cc(C)nc(SCC(=O)N2CCC(C)CC2)c1C#N,0,-35,-6,-1,-1.3,-2,-7,0.5,·,-3
NCCCC[C@H]1CNC(=S)N1CC1(c2ccccc2)CC1,-5,-2,3,4,-0.7,-1,-3,-0.7,-3,-2
O=S(=O)(NC(=NC1CCCCC1)c1ccccc1F)c1ccccc1,12,9,-4,3,1.1,-1,-13,-0.3,-5,0
Cc1ccc(C(=O)O/N=C(\N)c2ccc(Br)cc2)cc1,2,8,1,-6,1.1,-5,0,-0.1,-3,0
O=C(NC1CCCCCC1)C1CCN(C(=O)Cc2ccccc2)CC1,-10,-25,1,-8,1.5,-3,0,·,0,5
Cc1ccc(-n2ncc3c(SCC(=O)NNC(=O)c4ccco4)ncnc32)cc1,-6,11,-4,-12,2.0,-3,3,-0.2,·,-4
Cc1ccc(SCC(=O)Nc2c(Br)cnn2C)cc1,-9,33,3,8,-0.2,-4,0,-0.3,-6,3
O=C(CCC1CCCN(C(=O)c2ccsc2)C1)NCc1ccc(F)c(F)c1 (stereo unspecified),1,?,4,0,-2.7,-1,0,0.0,-5,-4
Cc1ccc2nc(SCC(=O)N(CC(C)C)c3c(N)n(CC(C)C)c(=O)[nH]c3=O)[nH]c2c1,1,12,3,16,1.1,3,0,0.1,-4,-5
Cc1cccc(C(=O)NCCCN(C)CCCNC(=O)c2cccc(C)c2)c1,-2,2,-3,-4,-1.6,1,0,-0.8,-2,-5
Cc1ccc(NC(=O)[C@@H](C)NC(=O)[C@@H]2Cc3ccccc3CN2)cc1,-1,1,3,-1,-0.3,0,1,0.0,·,1
COc1ccc(-c2[nH]ncc2CN(CC2CCC(=O)N2)C(C)C)cc1F (stereo unspecified),-1,·,-2,6,-1.9,-2,1,-3.6,-8,-3
COc1ccc(NC(=S)NCCN2CCOCC2)cc1,-5,-1,8,-1,0.7,0,-1,-0.2,1,3
CCSc1nc(C)c(C(C)=O)cc1C#N,-11,8,-3,-2,0.0,-5,-6,-0.2,-1,-3
COc1ccccc1CCN1CCCC(CN(C)Cc2ccc(OCCO)cc2)C1 (stereo unspecified),7,21,-3,7,-1.0,0,-5,-0.3,-1,-5
COC(=O)c1ccc(NC(=O)c2ccc(NC(=O)C3CCCO3)cc2)cc1 (stereo unspecified),0,-26,-4,2,-0.1,2,-1,-1.0,+,0
COc1ccc(NC(=O)C23CCC(C)(C(=O)C2)C3(C)C)cc1 (stereo unspecified),0,10,-6,-23,1.7,-1,2,0.4,0,0
COc1ccc([C@@H]2[C@@H]3C(=O)N(C(C)(C)C)C(=O)[C@@H]3[C@]3(Cc4ccc(Cl)cc4)C(=O)N(c4cccc(C)c4)C(=O)N23)cc1,0,16,-15,16,2.6,-6,10,-0.2,1,3
COCCCNC(=O)NC(=O)c1ccccc1,-19,1,-3,-2,1.2,2,-1,-1.3,-3,0
CC(OC(=O)c1cccc(S(=O)(=O)N2CCCCC2)c1)C(=O)NCC1CCCCC1 (stereo unspecified),-44,-42,-11,-7,2.1,-3,-4,0.1,2,-6
Nn1c(SCc2ccccc2)nc2c(cnn2-c2ccccc2)c1=O,-15,5,-14,-4,0.3,-2,-5,-3.3,-4,2
O=C(CSC1=NS(=O)(=O)c2cc(F)ccc2N1)NCc1ccccc1,1,9,5,-5,-0.6,-1,1,-0.1,·,-3
COc1ccc(-c2nnc(SCC(=O)Nc3cc(S(=O)(=O)N4CCCCC4)ccc3Cl)n2N)cc1,-2,3,-4,2,0.8,0,4,-1.0,-2,-5
Cc1cc2c3c(c1)C1(C(=O)N3C(C)(C)CC2C)C(C#N)=C(N)OC2=C1C(=O)CC(C)(C)C2 (stereo unspecified),-8,15,-1,-14,0.4,1,5,0.0,-2,-4
CC(C)C(=O)Nc1nnc(COc2ccc(Cl)cc2)s1,4,2,3,-20,-1.4,-4,-3,-1.0,8,-1
COc1cccc(C(C2=C(O)CC(C)(C)CC2=O)C2C(=O)CC(C)(C)CC2=O)c1 (stereo unspecified),-9,3,0,9,0.8,-1,4,-1.1,-3,-2
COc1ccc2c(c1)c(/C=N/Nc1nc3ccccc3[nH]1)c(C)n2C,-6,-65,8,9,0.1,3,2,0.9,·,0
O=C(c1cc(-c2ccc(Br)cc2)on1)N1CCOCC1,4,6,-2,·,-1.7,-3,1,-1.8,-1,-5
O=C(NC1CCCCC1)c1cc(S(=O)(=O)N2CCOCC2)c(Cl)cc1Cl,-16,·,-1,13,-0.6,-2,-5,-1.5,-3,-4
COc1ccccc1-n1c(SCC(=O)Nc2cccc(C(=O)O)c2)nnc1-c1ccccc1O,-2,20,2,7,-2.4,0,-4,-2.7,-2,-5
COc1ccccc1-c1cn[nH]c1-c1ccc(OCc2ccccc2F)cc1O,-5,-20,-17,-9,-0.5,-6,11,0.5,-3,-5
Cc1c(F)cccc1NS(=O)(=O)c1ccc2c(c1)NC(=O)CO2,6,-4,-7,-3,1.2,-1,1,-1.5,0,3
CCOc1ccc(CN(C(=O)c2ccco2)C2CCS(=O)(=O)C2)cc1 (stereo unspecified),1,-39,2,10,2.3,0,0,0.2,1,4
CCOC(=O)c1cccc(NC(=O)C2CCN(S(=O)(=O)c3cnc[nH]3)CC2)c1,-2,-22,-8,13,-0.8,-1,14,0.1,0,-1
CC(C)c1ccc(CNc2nc3nc4c(c(=O)n3[nH]2)CCC4)cc1,-4,6,6,0,-0.1,1,-6,0.4,-2,0
CCN(CC)C(=O)Cn1cc(C(=O)C(=O)NCc2cccnc2)c2ccccc21,-5,0,-3,2,0.3,1,0,-0.1,4,1
CCCCc1nc2cc(C(=O)N3CCCCC3CC(=O)OCC)ccc2o1 (stereo unspecified),-12,-1,-4,1,1.2,0,-1,-2.2,-3,-2
Cc1cccc(NC(=O)CCNC(=O)c2ccccc2)c1,-6,3,1,-7,0.8,0,-2,0.5,-1,-3
CC(Sc1ccccc1)C(=O)Nc1ccc(S(=O)(=O)N2CCOCC2)cc1 (stereo unspecified),-3,-7,1,8,-0.6,1,-8,-4.3,-1,-3
COc1cc(-c2nc(CN3CCCCC3CCNC(C)=O)c(C)o2)ccc1F (stereo unspecified),-8,-7,-4,-4,-8.4,-1,5,-1.1,-2,-3
COc1ccc(CCNC(=O)c2cc3ccccn3n2)c(OC)c1OC,-1,-1,10,-7,-0.1,-2,6,-1.1,·,-2
Cc1oc(=O)c(NC(=O)c2ccccc2)cc1C(N)=O,·,16,·,-5,-1.9,·,·,-1.3,-1,-2
CCCc1cc(=O)n(-c2nc3ccccc3s2)[nH]1,-2,6,-9,2,-2.3,5,0,-0.3,8,1
CC(CCc1ccccc1)NC(=O)C(C)OC(=O)c1ccco1 (stereo unspecified),-3,38,6,-10,-0.6,4,1,-0.8,-1,-5
COCCN(CC(=O)Nc1cccc(C)c1C)C(=O)c1ccc(S(=O)(=O)N2CCOCC2)cc1,-14,37,4,-9,1.5,3,-2,-1.3,·,2
Cc1ccc(SCC(=O)NCCCc2ccccc2)cc1,-7,·,-8,-7,-1.3,-5,1,0.1,6,-5
NC(=O)c1ccsc1NC(=O)c1ccc(S(=O)(=O)N2CCCCC2)cc1,-1,-13,6,10,-1.4,-5,12,0.5,·,-4

# Reformatted: results already given.
COc1ccccc1-c1cn[nH]c1-c1ccc(OCc2ccccc2F)cc1O
  RTF Ca sens inh: -5	SR-BI uptake up: -20	PKA-R2B act: -17	Rtt109 HAT inh: -9	LANA DNA inh: -0.5	DAGLB inhibitor: -6	RTF Ca sens act: 11	CAL PDZ FP-1: 0.5	CAL PDZ FP-2: -3	Keap1 Nrf2 FP: -5
Cc1c(F)cccc1NS(=O)(=O)c1ccc2c(c1)NC(=O)CO2
  RTF Ca sens inh: 6	SR-BI uptake up: -4	PKA-R2B act: -7	Rtt109 HAT inh: -3	LANA DNA inh: 1.2	DAGLB inhibitor: -1	RTF Ca sens act: 1	CAL PDZ FP-1: -1.5	CAL PDZ FP-2: 0	Keap1 Nrf2 FP: 3
CCOc1ccc(CN(C(=O)c2ccco2)C2CCS(=O)(=O)C2)cc1 (stereo unspecified)
  RTF Ca sens inh: 1	SR-BI uptake up: -39	PKA-R2B act: 2	Rtt109 HAT inh: 10	LANA DNA inh: 2.3	DAGLB inhibitor: 0	RTF Ca sens act: 0	CAL PDZ FP-1: 0.2	CAL PDZ FP-2: 1	Keap1 Nrf2 FP: 4
CCOC(=O)c1cccc(NC(=O)C2CCN(S(=O)(=O)c3cnc[nH]3)CC2)c1
  RTF Ca sens inh: -2	SR-BI uptake up: -22	PKA-R2B act: -8	Rtt109 HAT inh: 13	LANA DNA inh: -0.8	DAGLB inhibitor: -1	RTF Ca sens act: 14	CAL PDZ FP-1: 0.1	CAL PDZ FP-2: 0	Keap1 Nrf2 FP: -1

# Pulled by compound from the entries so far, 2 records:
SMILES,RTF Ca sens inh,SR-BI uptake up,PKA-R2B act,Rtt109 HAT inh,LANA DNA inh,DAGLB inhibitor,RTF Ca sens act,CAL PDZ FP-1,CAL PDZ FP-2,Keap1 Nrf2 FP
CCOC(=O)c1cccc(NC(=O)C2CCN(S(=O)(=O)c3cnc[nH]3)CC2)c1,-2,-22,-8,13,-0.8,-1,14,0.1,0,-1
CCN(CC)C(=O)Cn1cc(C(=O)C(=O)NCc2cccnc2)c2ccccc21,-5,0,-3,2,0.3,1,0,-0.1,4,1
